Screening results from PubChem.
PriA SSB inh: blocks PriA binding to SSB C-terminal tail | AlphaScreen SSBct-PriA binding, biotinylated peptide | inhibition, % at 33 µM | actives 0.6% (n = 430,000); in the data active = inhibition mostly above about 37%, no sharp cut-off; inactive = mostly below about 20%;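 also: plate controls were negative control peptide for no effect and reference peptide for full effect; strong numbers were not always called active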
Vc quorum ag: quorum light induction in luxS cqsA deficient V. cholerae; V. cholerae BH1578 lux reporter, luminescence, 6 h; activation, % at 18.7 µM; actives 0.16% (n = 350,000); AID 588436; in the data active = activation mostly above about 9.7%, no sharp cut-off; also: not every result past the cut was called active; inactives centre near 0; reference of the scale not given here
FBA Mtb inh: inhibitors of M. tuberculosis fructose-bisphosphate aldolase. P9WQA3. purified M. tuberculosis FBA, fluorescence read-out. inhibition, % at 1 µM. actives 2.3% (n = 360,000). AID 588726; in the data active = inhibition above about 27%;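 also: 0% = vehicle and 100% = reference inhibitor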
Target sequence (P9WQA3 whole entry, looked up): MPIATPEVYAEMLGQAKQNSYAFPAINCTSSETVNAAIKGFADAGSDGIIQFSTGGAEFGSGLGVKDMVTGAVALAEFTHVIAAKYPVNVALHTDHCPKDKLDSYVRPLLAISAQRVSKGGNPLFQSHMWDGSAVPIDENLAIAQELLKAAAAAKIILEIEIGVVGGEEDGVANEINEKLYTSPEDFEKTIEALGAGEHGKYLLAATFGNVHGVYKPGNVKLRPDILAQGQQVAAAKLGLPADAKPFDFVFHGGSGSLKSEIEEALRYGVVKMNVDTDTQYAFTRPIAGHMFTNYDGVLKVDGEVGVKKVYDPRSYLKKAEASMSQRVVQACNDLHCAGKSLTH
DUSP3 inh: blocks human VHR1 dual specificity phosphatase; AID 1654; P51452; recombinant VHR phosphatase, pNPP absorbance; actives 0.52% (n = 290,000); inhibition, % at 13.3 µM; in the data active = inhibition above about 50%; also: some compounds called inactive have numbers as strong as hits
Target sequence (P51452 whole entry, looked up): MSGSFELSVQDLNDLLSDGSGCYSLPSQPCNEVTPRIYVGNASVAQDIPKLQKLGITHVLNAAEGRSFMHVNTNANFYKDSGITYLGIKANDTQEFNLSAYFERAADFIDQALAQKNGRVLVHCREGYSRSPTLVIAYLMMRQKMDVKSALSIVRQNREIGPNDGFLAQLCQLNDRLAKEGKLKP
GDH-TPI inh: inhibits GDH-TPI coupling enzymes, artifact for Mtb FBA screen; GDH-TPI coupled enzyme counterscreen, NADH absorbance; inhibition, % at 4.8 µM; actives 1.2% (n = 360,000); AID 588335; in the data active = inhibition above about 30%;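 also: 0% = DMSO wells and 100% = wells lacking the enzyme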
3CLpro inhibitor: SARS-CoV 3CLpro protease inhibition; P0C6X7; recombinant SARS-CoV 3CLpro, quenched FRET peptide cleavage; inhibition, % at 6 µM; actives 0.14% (n = 290,000); in the data active = inhibition above about 12%
UGM FP inh: blocks M. tuberculosis UGM enzyme. P9WIQ1. purified UGM, fluorescence polarization probe displacement. inhibition, % at 10 µM. actives 0.06% (n = 320,000). AID 504406; in the data active = inhibition above about 10%, passing the limit was not always enough
Target sequence (P9WIQ1 whole entry, looked up): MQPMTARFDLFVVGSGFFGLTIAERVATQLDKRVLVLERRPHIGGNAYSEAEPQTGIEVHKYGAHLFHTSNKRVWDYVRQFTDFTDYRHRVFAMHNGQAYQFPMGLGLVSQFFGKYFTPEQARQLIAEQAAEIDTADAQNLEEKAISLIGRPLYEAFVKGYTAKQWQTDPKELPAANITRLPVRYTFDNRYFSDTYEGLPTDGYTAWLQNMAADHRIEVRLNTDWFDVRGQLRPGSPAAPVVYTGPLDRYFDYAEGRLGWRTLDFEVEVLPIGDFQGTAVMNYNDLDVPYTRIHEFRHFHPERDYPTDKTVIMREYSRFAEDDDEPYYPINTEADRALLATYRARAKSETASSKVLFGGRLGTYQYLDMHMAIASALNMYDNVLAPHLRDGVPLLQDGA
MazF activator: increases E. coli MazEF RNase cleavage of RNA; activation, % at 20 µM; P0AE70; FAM/BHQ RNA-DNA oligo cleavage fluorescence, 5 h; actives 0.32% (n = 350,000); AID 504720; in the data active = activation above about 50%
Target sequence (P0AE70 whole entry, looked up): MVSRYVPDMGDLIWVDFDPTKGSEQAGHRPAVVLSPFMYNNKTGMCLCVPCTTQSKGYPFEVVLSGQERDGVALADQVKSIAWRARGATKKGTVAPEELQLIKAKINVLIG
Rv3671c inh: inhibitors of M. tuberculosis serine protease Rv3671c | inhibition, % at 5.96 µM | AID 2606 | P9WHR9 | actives 0.048% (n = 320,000); in the data active = inhibition above about 38%;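 also: extracellular domain of Rv3671c used as enzyme; 0% = enzyme with DMSO and 100% = no enzyme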
Mtb BioA inh: inhibitors of Mycobacterium tuberculosis BioA enzyme. purified M. tuberculosis BioA enzyme, plate reader. inhibition, % at 9.99 µM. actives 0.096% (n = 360,000). AID 602481; in the data active = inhibition above about 40%
* hit, by the source's call; i = inactive; nt = no result given; & = joins results of further samples.

nr | structure | PriA SSB inh | Vc quorum ag | FBA Mtb inh | DUSP3 inh | GDH-TPI inh | 3CLpro inhibitor | UGM FP inh | MazF activator | Rv3671c inh | Mtb BioA inh
1 | CC(C)(C)C(=O)CN1C(=O)C2(OCCO2)c2ccccc21 | -5.7 | i | 2.3 | 4.3 | 10.1 | 0.6 | -1.5 | 1.2 | -5.8 | 0.2
2 | CN(C)C=Nc1nonc1N | -10.2 | 0.3 | 9.9 | 22.7 | -1.0 | -2.4 | 1.6 | 0.5 | 4.1 | -0.5
3 | CCN(CC)c1ccc(C=Nc2ccc(OC)c(S(=O)(=O)N3CCOCC3)c2)c(O)c1 | -10.3 | 1.1 | -1.3 | nt | 32.3* | nt | 0.1 | -0.6 | -10.7 | -0.2
4 | c1cncc(C2Nc3cccc4cccc(c34)N2)c1 | 11.4 | i | -1.6 | 7.2 | 0.0 | -3.1&0.1 | -2.1 | 4.5 | -7.1 | -1.7
5 | CCn1cc(CN2CCC(n3nccc3NC(=O)C(OC)c3ccccc3)CC2)cn1 (centres undefined) | -0.8 | 2.2 | 1.9 | 1.2 | -1.7 | -4.5 | -1.4 | 3.1 | -3.8 | -1.4
6 | O=C(Nc1nnc(SCc2ccccc2F)s1)C1=COCCO1 | -23.9 | i | -0.5 | 18.7 | 14.4 | -0.3 | -2.7 | 3.4 | -11.6 | -0.6
7 | COc1cc(NC(=O)Cc2cccs2)ccc1-n1cnnn1 | -24.0 | 19.9 | 1.6 | -13.2 | -9.7 | -3.6 | -1.0 | 7.0 | 9.9 | nt
8 | CS(=O)(=O)c1ccc2nc(NC(=O)c3cc(-c4ccccc4)nn3-c3ccccc3)sc2c1 | -12.5 | i | 1.4 | 1.7 | 7.9 | -2.2 | 3.0 | 2.3 | -14.1 | -1.8
9 | O=C(CSc1ccccc1F)NCCCN1CCCC1=O | -9.3 | -0.7 | 5.7 | nt | 1.7 | nt | -3.7 | 8.5 | 1.9 | 1.2
10 | CCCCC1CCC(C(=O)NCC(c2ccco2)N2CCOCC2)CC1 (centres undefined) | nt | -0.2 | -1.1 | -17.2 | -7.0 | -2.4 | 0.2 | nt | -8.0 | 1.6
11 | CCc1noc(C)c1C(=O)Nc1nnc(CC(C)C)s1 | -12.8 | i | -2.2 | nt | -1.8 | nt | 3.1 | -1.3 | 3.6 | -0.1
12 | COc1ccc(OC)c(-c2csc(CCn3nc(C)cc3C)n2)c1 | 2.2 | i | 0.3 | 14.5 | -2.6 | 3.1 | 1.5 | -0.2 | 2.2 | -1.9
13 | CC1(C)CC(=S)Nc2ccccc2S1 | 0.0 | -0.3 | 3.1 | 31.2 | -5.9 | 1.6 | 1.4 | 0.1 | -8.9 | -1.2
14 | Nc1nonc1-n1nnc(C(=O)N/N=C/c2ccccc2Cl)c1-c1ccccc1 | nt | -0.3 | -2.2 | 1.8 | 7.2 | -6.2 | 0.4 | 10.7 | -14.1 | 1.1
15 | Cc1ccc(C)c(OCC(=O)Nc2ccc(C(=O)O)cc2NC(=O)COc2cc(C)ccc2C)c1 | 1.2 | i | 4.3 | 5.9 | 0.0 | 10.7 | -0.2 | -2.2 | -12.2 | 2.2
16 | C1=C(c2ccccc2)Nc2nnnn2C1c1cccs1 (centres undefined) | -8.5 | -0.3 | 1.5 | 12.0 | 11.9 | -2.8 | -0.3 | -8.8 | 2.0 | -2.7
17 | O=C(Nc1ccc(S(=O)(=O)Nc2ccccn2)cc1)c1ccc(Cl)cc1Cl | 4.6 | -0.5 | 1.6 | 19.6 | -1.9 | -3.8 | -2.6 | 5.9 | -1.3 | -0.2
18 | COc1ccc(CCNS(=O)(=O)c2ccc3oc(C(=O)O)c(C)c3c2)cc1OC | -6.5 | i | 0.7 | 4.3 | 3.4 | 3.7 | -0.5 | 1.8 | 1.6 | -0.4
19 | CCOc1cc(C2NC(=O)NC(O)(C(F)(F)F)C2C(=O)c2ccc(OC)cc2)ccc1O (centres undefined) | 6.8 | i | 1.6 | -2.7 | -3.2 | -3.7 | 0.9 | -1.0 | -2.1 | -0.5
20 | Cc1cc(N2CCCCC2)nc(N)n1 | -6.8 | i | 0.2 | -14.0 | 1.5 | -0.4 | 1.6 | 1.1 | -8.3 | 0.3
21 | O=C(CN1C(=O)NC2(CCCCCC2)C1=O)NCc1ccc(Cl)cc1 | -6.2 | i | 0.9 | nt | 1.1 | nt | 1.7 | -0.8 | 0.7 | 1.6
22 | CCOc1cc(/C=C(\C#N)C(=O)Nc2ccccn2)ccc1O | 4.5 | -0.2 | -10.3 | 8.0 | 10.9 | -0.6 | 2.4 | -0.8 | 0.6 | 1.3
23 | O=C(NC1CCCC1)C(c1ccncc1)N(C(=O)Cc1cccs1)c1ccc(F)cc1 (centres undefined) | 0.8 | -0.3 | -0.8 | 14.4 | 17.2 | -1.7 | -1.4 | 1.2 | -3.7 | -1.5
24 | COc1ccc(-n2c(N)cc(=O)nc2SCC(=O)NC2CCCCC2)cc1 | 5.3 | -0.3 | 0.7 | nt | 1.0 | nt | nt | 7.2 | nt | 3.1
25 | O=C(CP(=O)(O)CC(=O)c1ccccc1)c1ccccc1 | -4.5 | -1.4 | 1.5 | 4.7 | -2.5 | -4.3 | 0.4 | -3.1 | -15.6 | nt
26 | CC1CCN(CCc2nc3cc(NC(=O)NC4CCCCC4)ccc3n2C)CC1 | -6.2 | -0.4 | 12.0 | 13.2 | 6.0 | 0.1 | 0.7 | 2.0 | 3.3 | nt
27 | NC(=O)c1cccc(-c2ccnc3c2CC(C(=O)Nc2cccc(Oc4ccccc4)c2)O3)c1 (centres undefined) | nt | i | -3.2 | nt | -7.1 | nt | nt | nt | nt | -0.7
28 | O=C(OCC(=O)N1CCN(c2ccccc2)CC1)C1CCCN1S(=O)(=O)c1ccc(Cl)cc1 (centres undefined) | 7.2 | -1.4 | -1.9 | nt | -8.4 | nt | nt | -2.2 | nt | -0.2
29 | NNC(=O)c1ccc(-c2ccccc2F)cc1 | -10.3 | 0.0 | -1.5 | 20.4 | 27.9 | 3.5 | 0.3 | -2.8 | -10.5 | nt
30 | O=C(NC1CCCCC1)C(c1ccncc1)N(C(=O)Cc1cccs1)c1ccccc1 (centres undefined) | -18.7 | 0.5 | -0.8 | 17.3 | 6.8 | -5.9 | 1.4 | -11.8 | -2.5 | nt

Continuation.
nr | structure | PriA SSB inh | Vc quorum ag | FBA Mtb inh | DUSP3 inh | GDH-TPI inh | 3CLpro inhibitor | UGM FP inh | MazF activator | Rv3671c inh | Mtb BioA inh
31 | O=C(C#Cc1ccccc1)Nc1cccc(F)c1 | -13.4 | -0.3 | -0.1 | 12.6 | -0.8 | 4.1 | 0.1 | 2.7 | -11.3 | 8.1
32 | Cc1ccc(NC(=O)c2noc3c2CCCCC3)cc1 | -10.3 | -0.2 | 3.8 | 33.9 | -4.4 | -3.2 | -3.6 | 6.4 | 10.2 | -0.9
33 | CCCCCCSC1=C(C#N)C(c2ccc(O)cc2)CC(=O)N1 (centres undefined) | 1.9 | 0.0 | 14.1 | 7.9 | 7.2 | 0.1 | -3.0 | -1.8 | -6.9 | 1.4
34 | CCC(CC)C(=O)N1CC(=O)Nc2ccc(F)cc2C1c1ccc(F)cc1 (centres undefined) | -11.3 | -0.1 | -1.2 | 9.5 | 8.4 | 0.9 | 0.5 | 8.8 | 1.8 | -1.6
35 | CCC12CN3CCN(CC(C3)/C1=N/NC(=O)c1ccncc1)C2 | nt | -0.2 | 1.9 | -8.5 | -1.9 | -0.9 | 0.2 | -14.0 | -5.5 | -2.1
36 | CCCN1CCN(CCCNC(=O)CCNC(=O)Cn2ccc3ccccc3c2=O)CC1 | -3.3 | i | -1.6 | -12.3 | 9.9 | 7.7 | 1.4 | 3.3 | -1.6 | 0.0
37 | O=C1CCCN1CN(C(=O)c1ccccc1)c1ccccc1 | -2.5 | -2.4 | -0.5 | -19.4 | 9.3 | -0.2 | 1.5 | -7.4 | -0.2 | nt
38 | Cc1ccc(-n2c3c(cc(C(=O)NCC(=O)c4ccccc4)c2=O)C(=O)CCC3)cc1 | -17.7 | -0.2 | -0.7 | -4.4 | 3.8 | -0.2 | 0.5 | 5.4 | -5.1 | 1.3
39 | CC(C)(C)c1ccccc1NC(=O)CN1C(=O)NC2(CCCC2)C1=O | 3.8 | 0.0 | 0.9 | 42.9 | 1.1 | 0.2 | -0.6 | -20.8 | -3.6 | -0.5
40 | N#CC(Sc1ccccn1)c1ccc(Cl)cc1 (centres undefined) | -6.0 | -1.2 | 3.7 | 5.8 | -1.9 | -2.3 | -0.5 | -1.1 | 0.8 | nt
41 | Cc1nn(-c2ccccn2)c2c1C(=O)CC(C)(C)C2N=[N+]=[N-] (centres undefined) | -3.0 | i | -0.8 | nt | -7.3 | nt | nt | -21.0 | nt | 3.9
42 | O=C(c1ccc(-n2cnnn2)cc1)N1CCOCC1 | -11.2 | nt | 1.7 | 1.5 | 5.2 | -4.5 | 0.6 | 6.8 | 1.4 | 0.5
43 | CCN(CC)S(=O)(=O)c1cc(NC(=O)CSc2n[nH]c(N)n2)ccc1C | -3.9 | -5.0 | -0.1 | nt | 3.6 | nt | -2.1 | 2.5 | -1.3 | -2.4
44 | CCOc1cc2[nH]c(=S)n(C3CCN(Cc4ccccc4)CC3)c(=O)c2cc1OCC | -3.0 | -0.3 | 2.1 | 33.2 | -3.7 | -1.7 | 1.4 | 4.0 | 2.5 | nt
45 | Cc1cc(C)c(S(=O)(=O)c2cccc(C(F)(F)F)c2)c(=O)[nH]1 | 16.1 | -0.8 | 1.0 | 8.8 | 10.7 | -7.5 | 1.7 | 0.6 | 2.9 | -0.5
46 | c1cc(SC2CCCCC2)cc(-c2nc3cnccn3c2NC2CCCCC2)c1 | -17.1 | i | 25.5 | nt | 6.2 | nt | 3.3 | -48.2 | 2.8 | -4.1
47 | Cc1cc(NC(=O)COC(=O)CNS(=O)(=O)c2ccc(C)c(C)c2)no1 | -2.1 | -0.1 | 4.4 | 10.6 | -2.6 | -0.6 | -0.1 | 8.9 | 1.0 | nt
48 | COc1ccc(CN2C(=O)C(CC(=O)NCC3CCCCC3)CC(C(=O)N3CCOCC3)=C2C)cc1 (centres undefined) | nt | -0.3 | -1.2 | nt | 2.4 | nt | nt | 1.6 | nt | nt
49 | C/C(=N\NC(N)=O)c1c(F)cccc1F | nt | i | 1.6 | 8.8 | 9.3 | 1.6 | -1.1 | -2.5 | 1.0 | -0.6
50 | COc1cccc(NC(=O)CCC2CCN(C(=O)C(OC)c3ccccc3)CC2)c1 (centres undefined) | nt | 3.1 | -2.5 | nt | -0.4 | nt | nt | 2.3 | nt | nt

Screen by screen, quoted from above.
PriA SSB inh, entries 35 to 41, in order: nt, -3.3, -2.5, -17.7, 3.8, -6.0, -3.0

Reformatted screen by screen: part of the list above.
39: CC(C)(C)c1ccccc1NC(=O)CN1C(=O)NC2(CCCC2)C1=O
40: N#CC(Sc1ccccn1)c1ccc(Cl)cc1 (centres undefined)
41: Cc1nn(-c2ccccn2)c2c1C(=O)CC(C)(C)C2N=[N+]=[N-] (centres undefined)
42: O=C(c1ccc(-n2cnnn2)cc1)N1CCOCC1
43: CCN(CC)S(=O)(=O)c1cc(NC(=O)CSc2n[nH]c(N)n2)ccc1C

assay / compound	39	40	41	42	43
PriA SSB inh	3.8	-6.0	-3.0	-11.2	-3.9
Vc quorum ag	0.0	-1.2	i	nt	-5.0
FBA Mtb inh	0.9	3.7	-0.8	1.7	-0.1
DUSP3 inh	42.9	5.8	nt	1.5	nt
GDH-TPI inh	1.1	-1.9	-7.3	5.2	3.6
3CLpro inhibitor	0.2	-2.3	nt	-4.5	nt
UGM FP inh	-0.6	-0.5	nt	0.6	-2.1
MazF activator	-20.8	-1.1	-21.0	6.8	2.5
Rv3671c inh	-3.6	0.8	nt	1.4	-1.3
Mtb BioA inh	-0.5	nt	3.9	0.5	-2.4

A portion of the library, so the mix of outcomes need not match the whole.
